Source: PubChem BioAssay
KAT2A inh – GCN5L2 (KAT2A) acetyltransferase inhibition | GCN5L2 HAT assay, ThioGlo1 CoA-SH fluorescence | Potency, µM (titrated, usually from 58.9 µM), without a hit: at the highest dose activity change, negative = inhibition, hits mostly inhibitors | 390,000 tested, 0.21% active
Target sequence (Q92830 whole entry, looked up): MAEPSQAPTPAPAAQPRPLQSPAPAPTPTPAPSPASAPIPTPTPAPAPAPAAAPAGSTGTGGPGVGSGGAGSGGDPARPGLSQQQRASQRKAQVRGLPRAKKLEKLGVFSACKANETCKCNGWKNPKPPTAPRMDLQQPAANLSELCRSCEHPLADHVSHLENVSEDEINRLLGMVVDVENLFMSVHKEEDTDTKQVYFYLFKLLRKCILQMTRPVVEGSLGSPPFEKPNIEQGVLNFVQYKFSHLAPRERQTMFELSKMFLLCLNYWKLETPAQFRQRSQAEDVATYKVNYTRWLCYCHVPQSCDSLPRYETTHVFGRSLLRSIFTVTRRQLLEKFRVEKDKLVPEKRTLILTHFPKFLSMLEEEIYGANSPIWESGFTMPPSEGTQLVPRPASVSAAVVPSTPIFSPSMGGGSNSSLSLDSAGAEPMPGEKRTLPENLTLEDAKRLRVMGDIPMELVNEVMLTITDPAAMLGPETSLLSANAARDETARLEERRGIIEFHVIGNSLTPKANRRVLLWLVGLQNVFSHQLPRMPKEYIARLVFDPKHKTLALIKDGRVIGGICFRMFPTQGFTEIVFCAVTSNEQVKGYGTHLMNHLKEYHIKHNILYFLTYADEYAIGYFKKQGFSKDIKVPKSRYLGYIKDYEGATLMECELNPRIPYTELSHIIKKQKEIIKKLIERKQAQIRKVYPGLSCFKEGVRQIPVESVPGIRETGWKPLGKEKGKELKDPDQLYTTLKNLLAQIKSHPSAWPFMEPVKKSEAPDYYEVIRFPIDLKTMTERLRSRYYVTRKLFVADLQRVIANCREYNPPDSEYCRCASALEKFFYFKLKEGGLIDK
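Enzyme at 20nM final was mixed with library compounds for 15 min at room temperature. Peptide H3(1-25) at 75uM, acetyl-CoA at 70uM and ThioGlo1 at 50uM were then added. Plates were read immediately and after 20 min (Ex340nm/Em540nm).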
DT40 TDP1 no CPT – qHTS for Inhibitors of human tyrosyl-DNA phosphodiesterase 1 (TDP1): qHTS in cells in absence of CPT; 420,000 tested, 15% active; AID 686978, 2013; Potency, µM (titrated, usually from 46.2 µM), for the others: at the top dose activity change, negative = growth inhibition, most hits filed as inhibitors; DT40 Tdp1-/- hTDP1 cells, no CPT, ATP luminescence, 48 h; also: nearly all actives have a fitted effect of over 55% in size
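Luminescent ATP content (CellTiter-Glo) served as the growth readout. Knockout chicken DT40 cells expressing human TDP1 were exposed to compounds without camptothecin for a minimum 48 hr at 37 °C.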
TDP1 block – TDP1 (human) enzyme inhibition | Potency, µM (series often up to 130 µM), for inactives: at the highest dose activity change, negative = inhibition, usual class: inhibitors | recombinant TDP1, AlphaScreen DNA substrate cleavage | 350,000 tested, 0.28% active | Q9NUW8 | AID 485290; also: nearly all actives have a fitted effect of over 40% in size
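Recombinant human Tdp1 (E. coli-expressed, 1 nM final) preincubated with compounds 15 min at room temperature, then 5'-biotin/3'-phosphotyrosine-FITC DNA substrate (15 nM final) added for 5 min. AlphaScreen beads (10 ug/ml final) added 10 min; cleavage lowers signal.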
* marks the source's active call; other numbers are inactive results; ? = inconclusive; . = not tested or not shown; & = joins results of further samples; [ ] = remark or other dose. Calls follow the shape of the dose curve; as a rule, active = well fitted curve in the direction sought with a large enough effect; inconclusive = small, poorly fitted or top-dose-only effect, or another doubt; inactive = no such curve, though single readings can be large; an effect the other way counts as inactive or inconclusive. % is scaled to controls: 0 for no effect and ±100 for the full control effect; potency is read from the fitted curve at half-maximal effect. These rows are one share of the data; count on the stated rates, not on these rows.

nr	SMILES	TDP1 block	DT40 TDP1 no CPT	KAT2A inh
1	S=c1[nH]nc(-c2ccc3ccccc3n2)n1-c1ccc2ncccc2c1	-5%	-18%	-8%
2	Cc1c(/N=C(\[O-])Nc2ccc(Br)cc2)sn[n+]1C	-4%	-10%	-5%
3	CC[C@]12c3[nH]c4cc(CCC(=O)N(C)C)ccc4c3CCN1C(=O)[C@@H](CC(=O)NCCc1ccccn1)C[C@@H]2C(=O)N1CCN(C(=O)C2CC2)CC1	1%[56.1 µM]	-2%	1%
4	O=C(Nc1ccccc1Cl)c1cccc(COc2cc(Cl)ccc2Cl)c1	.	-9%	-8%
5	CCOC(=O)c1ccc(NC(=O)c2cc(S(=O)(=O)N3CCOCC3)ccc2O)cc1	7%	21µM*	-1%
6	CCN1CCN(Cc2cc(=O)oc3ccc(Cl)cc23)CC1	3%	-15%	4%
7	O=S(=O)(c1cc(Cl)ccc1Cl)N1CCN(c2ccccn2)CC1	.	4%	-9%
8	CCCCn1nc(NC(=O)c2cccc(Cl)c2)c2cc3cccc(C)c3nc21	-2%	?	-6%
9	CCC(C)(C)NS(=O)(=O)c1cc(-c2cc(C)no2)ccc1C	5%	?	8%
10	Cc1ccc(NC(=O)CN(C)C(=O)COc2c(Cl)cc(Cl)c3ccc(C)nc23)cc1	3%	?	1%
11	C=CC(=O)NN(C)c1ncc(C(F)(F)F)cc1Cl	-14%	?	-5%
12	CC(C)c1nnc(NC(=O)CCC(=O)NCc2ccc3c(c2)OCO3)s1	7%	-1%	0%
13	CC(C)CCNC(=O)C1CCC(CNc2c(N3CCC(C)CC3)c(=O)c2=O)CC1 (stereo unspecified)	1%	4%	-3%
14	O=C(CSc1cccc[n+]1[O-])Nc1cc(S(=O)(=O)N2CCOCC2)ccc1Cl	6%	-7%	-1%
15	CC(=O)N/N=C(\C)CC(=O)Nc1ccc2c(c1)OCCO2	0%	-7%	-10%
16	COc1cccc(OCc2nn[nH]n2)c1	.	9%	-13%
17	Cc1cccc(NC(=O)CN(C)S(=O)(=O)c2ccc3c(c2)CCC(=O)N3)c1C	6%	-21%	1%
18	Cc1occc1-c1nnc(SCC(=O)Nc2ccccc2N2CCCCC2)n1C	2%	18µM*	-5%
19	O=C(Cn1cnc2ccccc2c1=O)Nc1ccc2c(c1)CCC2	7%	-10%	-30%
20	COc1ccccc1Nc1nc(N)nc(CSc2nccc(C)n2)n1	2%	-1%	-1%
21	Cc1ccc(S(=O)(=O)Nc2c(C)ccc3nsnc23)cc1	3%	?	-7%
22	COc1ccc(S(=O)(=O)N2CCCCC2)cc1NS(=O)(=O)c1ccc(CNC(C)=O)cc1	0%	-9%	-3%
23	COc1cc(/C=N/NC(=O)c2cc(C3CC3)[nH]n2)ccc1O	0%	-16%	-5%
24	O=C(NNC(=O)C1CCC1)c1ccc(Br)cc1	.	-1%	-19%
25	CC1CCCCN1S(=O)(=O)CCNC(=O)c1ccccc1 (stereo unspecified)	.	-11%	0%
26	CCc1nc(SCc2ccc(F)cc2)n[nH]1	6%	-3%	-6%
27	COc1ccccc1CN1CCC2(CC1)CCN(C(=O)c1cc(C(F)(F)F)cc(C(F)(F)F)c1)CC2	.	21µM*	-2%
28	O=C(Nc1ccc2c(c1)OCO2)C1CC(c2ccccc2Cl)=NO1 (stereo unspecified)	7%	-5%	3%
29	COc1ccc(C(=O)Nn2cnnc2)c(OC)c1	0%	-1%	-9%
30	COc1ccc2nc(SCC(N)=O)[nH]c2c1	2%	-8%	-7%
31	O=[N+]([O-])c1ccc(SCCO)nc1SCCO	5%	?	-6%
32	Cc1nn(C)c(C)c1NC(=O)CCl	5%	?	-5%
33	Cc1nnc(NC(=O)c2cccc(NC(=O)C(C)C)c2)s1	6%	-8%	1%
34	CCN(CC)C(=O)c1ccc(-c2nnc(Nc3ccc(O)cc3)c3ccccc23)cc1	.	?	-13%
35	CCS(=O)(=O)N1CCc2cc(C(=O)Nc3cccc(C)c3C)ccc21	11%	?	-4%
36	CCC1CCCCN1S(=O)(=O)c1ccc(NC(=O)c2cccs2)cc1 (stereo unspecified)	0%	16µM*	-13%
37	Cc1ccc(CNC(=O)CN2CCC(C(N)=O)CC2)cc1	-10%	-7%	-4%
38	COc1ccccc1N/C(N)=N/c1nc(CSc2ccc(C)cc2)cc(=O)[nH]1	10%	7.3µM*	-3%
39	O=C(CCS(=O)(=O)c1ccc(Br)cc1)NCCc1ccc(Cl)cc1	.	?	8%
40	CCOC(=O)c1ccc(NC(=O)CSCC(=O)OCC(=O)c2ccccc2)cc1	3%	-9%	-3%
41	CCOc1ccccc1N(CC(=O)NCCc1ccc(OC)c(OC)c1)S(=O)(=O)c1ccccc1	3%[0.0935 µM]	?	3%
42	C/C(CC(=O)Nc1cc(Cl)ccc1Cl)=N\NC(=O)COc1cccc(C)c1	.	?	-5%
43	O=C(CCl)Nc1cccc(S(=O)(=O)NC2=NCCC2)c1	1%	6.5µM*	2%
44	CCC(C)n1c(=N)c(C#N)cc2c(=O)n3cc(C)ccc3nc21 (stereo unspecified)	-1%	-3%	2%
45	CC(C)N(Cc1ccccc1)C(=S)NCCN1CCOCC1	-3%	-1%	-5%
46	CCOC(=O)c1c(Oc2ccc(C(C)=O)cc2)nnc(-c2ccccc2)c1-c1ccccc1	0%	26µM*	-16%
47	COc1cccc2c1OC1(CCN(C(C)C)CC1)N1N=C(c3cccnc3)CC21 (stereo unspecified)	.	-18%	-1%
48	O=C(CSc1nnnn1C1CCCC1)NCc1cccs1	3%	-3%	1%

Screen by screen, from the results shown:
DT40 TDP1 no CPT, nos. 38–48 → 7.3µM*, ?, -9%, ?, ?, 6.5µM*, -3%, -1%, 26µM*, -18%, -3%
KAT2A inh, nos. 38–48 → -3%, 8%, -3%, 3%, -5%, 2%, 2%, -5%, -16%, -1%, 1%
TDP1 block, nos. 38–48 → 10%, ., 3%, 3%[0.0935 µM], ., 1%, -1%, -3%, 0%, ., 3%

Continued:
nr	SMILES	TDP1 block	DT40 TDP1 no CPT	KAT2A inh
49	CCOCCCn1c(SCc2nc3sc(C(=O)O)c(C)c3c(=O)[nH]2)nnc1-c1ccc(Cl)cc1	-5%	-2%	-5%
50	O=C(Nc1ccc(Cl)c(S(=O)(=O)N2CCOCC2)c1)c1cc2ccccc2oc1=O	2%	?	0%
51	O=C(O)CC1(CC(=O)NCc2ccc(Cl)cc2)CCCCC1	.	-10%	-3%
52	CCOc1cccc(C(=O)Nc2cccc(-c3nnc(-c4ccc(C)cc4)o3)c2)c1	2%	?	-5%
53	CCCCC12CN3CC(C)(CN(C1)C3c1ccc(OCc3ccccc3)cc1)C2=O (stereo unspecified)	2%	?	-4%
54	CCn1nc(C)c(NC(=O)CCSc2nc(-c3ccco3)cc(C(F)(F)F)n2)c1C	-6%	?	-6%
55	CCn1c(CNC(=O)c2ccco2)nnc1SCC(=O)Nc1cccc(F)c1	0%	26%	5%
56	COc1ccc(-n2c(=O)c3ccccc3n(CC(=O)Nc3ccccc3OC)c2=O)cc1	-2%&3%	-1%&-29%	-2%&0%
57	CCC(=O)Nc1nnc(SCC(=O)Nc2ccc3c(c2)OCO3)s1	0%	?	-15%
58	N#C/C(=C/c1ccc(O)c(O)c1)C(=O)NCc1ccc(Cl)cc1	12%[0.0935 µM]	?	-15%
59	COc1ccc(C2=NN(C(=O)CCC(=O)O)C(c3ccc(OC)cc3)C2)cc1 (stereo unspecified)	.	8%	-2%
60	CCc1nnc(NC(=O)CSCc2cc(=O)n3cc(C)sc3n2)s1	5%	11%	-2%

Whole records from above. Screens in order: TDP1 block	DT40 TDP1 no CPT	KAT2A inh
Listed for CCN1CCN(Cc2cc(=O)oc3ccc(Cl)cc23)CC1 = 3%	-15%	4%
Listed for O=C(Nc1ccc(Cl)c(S(=O)(=O)N2CCOCC2)c1)c1cc2ccccc2oc1=O = 2%	?	0%
Listed for CC(=O)N/N=C(\C)CC(=O)Nc1ccc2c(c1)OCCO2 = 0%	-7%	-10%
Listed for COc1cc(/C=N/NC(=O)c2cc(C3CC3)[nH]n2)ccc1O = 0%	-16%	-5%
Listed for O=C(Nc1ccccc1Cl)c1cccc(COc2cc(Cl)ccc2Cl)c1 = .	-9%	-8%

Further results:
nr	SMILES	TDP1 block	DT40 TDP1 no CPT	KAT2A inh
61	COC(=O)c1ccc(NC(=O)COC(=O)CSc2nc(C)cc(C)n2)cc1	-6%	0%	0.71µM*
62	Cc1cc2[nH]c(=O)c3ccccc3n2n1	2%	-2%	27%
63	COCCN1Cc2cccc(C(=O)NCCCN3CCCC3=O)c2C1=O	3%	25%	?
64	COc1ccc(-c2noc(CSc3nc4ccccc4c(=O)n3-c3ccccc3)n2)cc1OC	4%	?	-20%
65	CCCN(CCC)C(=O)C1CCN(c2ncnc3c2nc2n3CCCCC2)CC1	4%	-26%	-8%
66	CN(C(=O)COc1ccc(-c2nnco2)cc1)C1CCS(=O)(=O)C1 (stereo unspecified)	.	-12%	-2%
67	C#CCOCCOCCOCCNc1nc(N2CCN(C(=O)CCCCCCCCCCNC(=O)Cn3cc(CCCCCN)nn3)CC2)nc(N2CCN(C(=O)CCCCCCCCCCNC(=O)Cn3cc(C[C@@H](C)O)nn3)CC2)n1	14%	?	2%
68	Cc1cccn2c(=O)c(/C=C(\C#N)C(N)=O)c(N3CCN(c4ccccc4)CC3)nc12	.	6.5µM*	0%
69	COc1ccc(CCNC(=O)C2(c3cccs3)CCOCC2)cc1	5%	?	-2%
70	CC(=O)Nc1ccc(S(=O)(=O)N2CCC(C(=O)N[C@@H](Cc3ccccc3)C(=O)O)CC2)cc1	.	?	-5%
71	COC(=O)C1=C(C)N(C)C(=S)NC1c1c(OC)ccc2ccccc12 (stereo unspecified)	5%	-11%	-5%
72	Cn1c(/C(C#N)=C(\O)COc2ccc3ccccc3c2)nc2ccccc21	-2%	26µM*	-3%
73	COc1ccc(Cl)cc1NC(=S)N(CCCN1CCOCC1)Cc1cn(C)c2ccccc12	5%	?	-4%
74	Cc1ccc(C2=NN(Cc3nnc(-c4ccccc4)o3)C(=O)SC2)cc1	3%	?	-4%
75	O=C(O)/C=C\C(=O)Nc1cc(O)ccc1[N+](=O)[O-]	5%	0%	0%
76	CC(NC(=O)c1ccncc1)C(C)(C)C (stereo unspecified)	-5%	-15%	-2%
77	Cc1cc(C)n(C(=O)c2ccc(NC(=O)CC(C)C)cc2)n1	4%	-5%	0%
78	CN(C)CCCN(C(=O)c1ccc(C(=O)c2ccccc2)cc1)c1nc2cc3c(cc2s1)OCO3	11%	23µM*	1%
79	COc1cccc(CN2C(=O)CN(C3CCCCC3)C(=O)C2c2ccc(OC)c(OC)c2)c1 (stereo unspecified)	10%	?	-3%
80	O=C(COc1ccc(F)cc1)Nc1cccc(OCc2cc(=O)n3ccccc3n2)c1	3%	?	0%
81	Fc1ccccc1COc1ccc(-c2nnn(Cc3ccccc3F)n2)cc1	.	?	-10%
82	CN1CCN(c2ncc3nc(-c4cc(F)cc(F)c4)c(=O)n(C)c3n2)CC1	.	1%	-6%
83	CCOC(=O)CSc1nc2c(c(=O)n(C)c(=O)n2C)n1CCCc1ccccc1	3%	-13%	-2%
84	CCCOC(=O)CSc1nnc(-c2ccccc2)o1	-2%	.	0%
85	Cc1nn(-c2ccccc2)c(Cl)c1C1C(C#N)=C(N)Oc2c1c(C)nn2-c1ccccc1 (stereo unspecified)	5%	?	-3%
86	COc1ccc(-n2ccnc2SCC(=O)NO)cc1	3%	0%	-1%
87	CC(NS(=O)(=O)c1ccc(OCC(=O)N2CCCC2)cc1)c1ccccc1 (stereo unspecified)	-14%	0%	0%
88	CC(=O)c1cccc(NC(=O)C2C3CCC(C3)C2C(=O)O)c1 (stereo unspecified)	.	20%	-2%
89	Cc1nc2sc(C(=O)c3ccccc3)c(N)c2c(C)c1C	2%	-28%	-12%
90	CCOc1cc(S(=O)(=O)NC2CC2)c(OCC)cc1-n1cnnn1	6%	-9%	-2%
91	CC1CCN(S(=O)(=O)c2ccc3nc(Nc4ccc(C#N)cc4)ccc3c2)CC1	-5%	21µM*	-5%
92	C=C1C[C@H](O)[C@@H]2[C@H](OC(=O)[C@H]2C)[C@H]2[C@H](C)[C@@H](O)C[C@@H]12	0%	-1%	1%
